Screening data as filed in PubChem.
CXCR6 inh: CXCR6 receptor inhibitors, primary screen, cell-based, beta-arrestin, luminescence, CHO-K1 PathHunter, 1536-well; inhibition, % at 20 µM; hit rate 0.36% among 360,000; in the data active = inhibition above about 34%, passing the limit was not always enough;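 note: antagonist mode with CXCL16 agonist at 10 nM final; 0% = 10 nM CXCL16 with DMSO and 100% = unstimulated wells without agonist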
Target sequence (O00574 whole entry, looked up): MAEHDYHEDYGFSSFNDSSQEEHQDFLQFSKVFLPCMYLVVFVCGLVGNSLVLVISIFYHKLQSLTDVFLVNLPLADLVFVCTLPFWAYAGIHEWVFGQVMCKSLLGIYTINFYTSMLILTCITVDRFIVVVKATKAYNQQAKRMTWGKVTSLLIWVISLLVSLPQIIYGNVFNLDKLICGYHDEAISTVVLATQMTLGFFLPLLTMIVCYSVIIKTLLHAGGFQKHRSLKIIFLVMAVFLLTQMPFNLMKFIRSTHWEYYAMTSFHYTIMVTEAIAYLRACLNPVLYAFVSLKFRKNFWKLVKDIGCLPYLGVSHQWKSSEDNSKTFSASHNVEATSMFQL
UBC13 inh: UBC13 polyubiquitin chain formation inhibitors, primary screen, biochemical, TR-FRET, uHTS; Ubiquitin-conjugating enzyme E2 N (Homo sapiens), P61088; inhibition, % at 20 µM; hit rate 0.47% among 330,000; in the data active = inhibition above about 45%, passing the limit was not always enough
Target sequence (P61088 whole entry, looked up): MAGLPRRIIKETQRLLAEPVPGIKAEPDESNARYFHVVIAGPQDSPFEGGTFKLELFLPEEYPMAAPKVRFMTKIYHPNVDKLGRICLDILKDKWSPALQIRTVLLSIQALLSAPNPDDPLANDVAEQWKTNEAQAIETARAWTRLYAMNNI
Gli-Sufu antag: Gli-Sufu pathway antagonists, primary screen, luciferase luminescence, Sufu-KO-LIGHT cells, uHTS. Sufu-KO-LIGHT fibroblasts, Gli luciferase reporter luminescence. inhibition, % at 5 µM. hit rate 0.74% among 340,000. AID 588413, 2011;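 active = inhibition above about 55%, limit read from the data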;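 note: 0% = DMSO-treated cells and 100% = wells with medium but no cells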
697 NFkB inh: inhibitors of PMA/ionomycin-induced NF-kB reporter, 697 cells, primary screen, B-cell NF-kB inhibitor project, cell-based, luminescence, uHTS | 697 B-cell NF-kB luciferase reporter, 16 h | inhibition, % at 4 µM | hit rate 0.33% among 330,000 | AID 435022, 2010; in the data active = inhibition above about 35%
APJ antag: antagonists of human apelin receptor APJ, primary screen, CHO-K1 cells, beta-arrestin complementation, luminescence. P35414. inhibition, % at 20 µM. hit rate 0.32% among 330,000. AID 2521, 2010;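 active = inhibition above about 40% at 20 µM, limit read from the data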;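 note: cells challenged with 10 nM apelin-13 agonist together with compound; plate controls were apelin-13 plus DMSO wells for no effect and DMSO wells lacking apelin-13 for full effect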
EBI2 antag: EBI2 receptor antagonists, beta-arrestin recruitment, primary screen, cell-based, luminescence, 7a,25-OHC stimulation, uHTS; inhibition, % at 5 µM; G-protein coupled receptor 183 (Homo sapiens), P32249; AID 651636, 2012; hit rate 0.81% among 360,000; 7a,25-OHC stimulated; in the data active = inhibition above about 38%;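 note: enzyme fragment complementation signal reports receptor beta-arrestin coupling in cells; 0% = agonist plus DMSO wells and 100% = wells without agonist; some results beyond the cut were filed as inactive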
Jurkat NFkB inh: inhibitors of induced NF-kB luciferase reporter, primary screen, TCR NF-kB activation inhibitor project, cell-based, luminescence, uHTS; AID 435003, 2010; Jurkat, PMA/ionomycin-induced NF-kB luciferase reporter; inhibition, % at 4 µM; hit rate 0.53% among 330,000; in the data active = inhibition above about 50%
CCR6 antagonist: CCR6 receptor antagonists, primary screen, cell-based, CHO-K1, luminescence, beta-arrestin, uHTS; CHO-K1 CCR6 PathHunter beta-arrestin, CCL20-stimulated; inhibition, % at 20 µM; hit rate 0.49% among 340,000; AID 493098, 2011;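 active = compounds whose inhibition of the agonist-driven luminescence signal at 20 µM reaches about 50%, limit read from the data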;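 note: cells stimulated with CCL20 at 14 nM final; plate controls were DMSO with CCL20 for no effect and DMSO without agonist for full effect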
Target sequence (P51684 whole entry, looked up): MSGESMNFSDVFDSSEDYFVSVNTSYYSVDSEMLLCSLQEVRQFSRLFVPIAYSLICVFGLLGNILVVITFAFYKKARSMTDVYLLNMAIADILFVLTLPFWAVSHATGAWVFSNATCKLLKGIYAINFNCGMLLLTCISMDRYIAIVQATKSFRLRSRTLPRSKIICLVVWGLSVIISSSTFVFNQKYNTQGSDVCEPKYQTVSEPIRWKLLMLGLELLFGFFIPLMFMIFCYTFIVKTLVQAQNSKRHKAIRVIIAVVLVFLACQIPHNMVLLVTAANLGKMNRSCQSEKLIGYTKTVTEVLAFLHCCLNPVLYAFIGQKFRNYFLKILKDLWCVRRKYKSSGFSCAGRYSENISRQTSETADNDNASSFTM
Numbers without * were called inactive; . = not tested or not shown.

SMILES	CXCR6 inh	UBC13 inh	Gli-Sufu antag	697 NFkB inh	APJ antag	EBI2 antag	Jurkat NFkB inh	CCR6 antagonist
CC1CCN(C(=O)c2[nH]cnc2C(=O)N[C@@H](CCCCNC(=O)OC(C)(C)C)C(=O)OC(C)(C)C)CC1	5	-3	20	0	-9	-7	20	9
O=C(Nc1ccc(Oc2ccccc2)cc1)C1CCN(c2c3c(nc4ncnn24)CCC3)CC1	-9	10	70*	-16	-4	10	16	13
CN1CCN(C2CCN(Cc3ccc(O)c4ncccc34)CC2)CC1	-13	60*	2	-34	-8	-4	-6	-10
COc1ccc(C(=O)Nc2ccnn2C2CCN(C(=O)C3CCOC3)CC2)cc1 (stereo not drawn)	5	-1	0	-1	11	-18	-27	6
Nc1nc(F)cc(NCc2ccccc2)n1	-2	16	-4	13	-12	0	2	5
COc1ccc(OC)c(C2(O)CSC(=Nc3cccnc3)N2Cc2ccco2)c1 (stereo not drawn)	-11	5	6	-6	9	4	11	18
CCCSCCCNC(=O)c1cc2c(s1)CS(=O)(=O)C2	2	5	.	8	5	-6	3	0
NNC(=O)CCN1CCN(Cc2ccccc2)CC1	3	4	1	4	5	-6	5	-1
COc1cc(Cl)c(C)cc1NC(=O)CSc1ccc(C)cc1	-1	13	5	-4	6	13	5	8
COc1ccc(OCc2cc(C(=O)N(Cc3nccn3C)C(C)C)no2)c2ccccc12	-4	2	5	-99	-39	7	-78	-7
C=CCn1c(NC(=O)c2ccccc2)nc2ccccc21	20	8	-2	-38	-7	-7	-34	20
Cc1ccc(/C=C/S(=O)(=O)NCc2ccc(F)cc2)cc1	-11	-2	1	13	10	24	11	12
CC(C)(NO)/C(=N/O)c1cccs1	0	6	3	7	-18	7	11	-1
Cc1cc2c(cc(C(=O)OCC(=O)NCc3ccco3)n2C)s1	0	-5	2	-8	-15	-12	43	1
CCc1nnc(NC(=O)CSc2nnc(-c3ccccc3O)n2-c2ccc(C)cc2)s1	0	0	3	-58	-7	-2	-13	6
Nc1ccc(C(=O)OCC(=O)Nc2cc([N+](=O)[O-])ccc2F)cc1	-5	8	-8	25	19	-6	8	8
CCOCCCN(C(=O)Cn1nnc(-c2ccc(OC)c(OC)c2)n1)C(CC)C(=O)NC1CCCC1 (stereo not drawn)	2	-7	-6	2	-5	-4	-6	10
O=C(c1cc(-c2ccc(O)cc2)on1)N1CCN(c2ccccc2)CC1	1	0	-6	-16	-11	-5	-27	1
COc1cc2c(-c3ccc4[nH]ccc4c3)c(-c3ccc(C#N)cc3)oc(=O)c2cc1OC	5	24	14	-23	10	31	-18	2
O=C(CSc1n[nH]c(=O)n1Cc1ccco1)Nc1ccccc1	6	8	-2	11	18	-1	8	11
Cc1ccc(OCc2ccc(C(=O)Nc3c(C)nn(Cc4c(F)c(F)c(F)c(F)c4F)c3C)o2)c([N+](=O)[O-])c1	2	5	18	-8	-20	20	24	7
CC1(C)CC(=O)C2=C(C1)N(c1ccccc1)C(=O)C(C(=O)OCc1ccccc1)C2 (stereo not drawn)	2	.	-1	.	.	-2	.	-3
CC(=O)NC1(C(F)(F)F)C(=O)N(Cc2ccccc2)C2=C1C(=O)CC(C)(C)C2 (stereo not drawn)	1	-7	-2	4	15	-10	9	-24
O=C(CNc1ccccc1)N/N=C/c1cn(-c2ccccc2)nc1-c1ccccc1	-14	5	4	-16	-3	-4	-3	-1
COC(=O)/C=C1/SC(=NC(=O)c2ccc(Cl)cc2)NC1=O	-1	16	-4	12	-13	5	9	18
C(=N\c1ncnc2sccc12)/NOCc1ccccc1	-8	-7	11	-13	3	-6	29	-12
COC(=O)c1sc(NC(=O)CSc2nc3nc(C)cc(C)n3n2)c(C(=O)OC)c1C	-2	-11	42	9	24	12	8	13
O=C(Nc1cccc2ncccc12)c1ccccc1Cl	0	2	29	-15	2	3	2	-3
N#Cc1c(-c2cccc(Cl)c2)[nH]c(=S)[nH]c1=O	-4	2	6	6	15	-3	8	14
O=C(CNC(=O)c1ccccc1F)c1ccc(Br)cc1	11	-5	-40	-101	3	4	-96	19
COc1ccc(CNC(=O)CCCCCn2c(SCC#N)nc3cc4c(cc3c2=O)OCO4)cc1	10	-4	-6	6	5	11	4	-2
CCn1c2ccccc2c2cc(N)ccc21	0	-14	17	9	-3	0	11	7
O=C(NCCCn1ccnc1)c1ccc(S(=O)(=O)N2CCCCCC2)cc1	-2	-1	2	-20	13	-3	-15	-10
CCc1ccccc1NC(=O)CN(C)C(=O)COC(=O)c1c(Cl)cccc1Cl	7	-2	-5	-5	-4	-7	0	10
CCOC(=O)c1ccc(CN2C(=O)c3ccccc3S2(=O)=O)cc1	3	-11	2	-34	1	3	2	20
O=C(COC(=O)/C=C/c1ccc(OC(F)F)cc1)NC1CCCCCCC1	2	-7	-5	1	6	14	1	5
CCC(C)NC(=O)Cn1c(=O)n(-c2ccc(OC)cc2)c(=O)c2ccc(C(=O)NCc3ccc(C)cc3)cc21 (stereo not drawn)	6	5	-8	0	10	-5	2	6
NS(=O)(=O)c1ccc(CCNC(=O)c2cccc3ccccc23)cc1	3	4	-8	15	7	6	1	2
CCCSc1nc2sc3c(c2c(=O)n1CC)CC(C)(C)OC3	1	-6	-14	-10	8	3	-1	10
CN(CC(O)CN)CC(O)CN1CCCCC1 (stereo not drawn)	6	13	1	17	12	-4	-13	3
O=C(NCc1ccc(Cl)cc1)N1CCN(S(=O)(=O)c2ccccc2)CC1	-5	6	-13	2	7	45*	-23	14
COc1cccc(NC(=O)CN(C)C(=O)c2c(C)nn(CC(C)C)c2Cl)c1	1	-3	-1	15	-11	-5	-10	4
CC(C)OC(=O)CN1CCN(S(=O)(=O)c2cc(Cl)ccc2Cl)CC1	-2	-10	-1	-33	-28	-10	-5	-1
COc1ccc(-n2nnc3c(=O)n(CC(=O)Nc4cc(C)on4)cnc32)cc1	-3	4	-6	14	2	-2	17	1
COC(=O)c1sc2nc(C)nc(SCC(=O)Nc3sccc3C(N)=O)c2c1C	-3	-9	-11	4	5	10	1	8

Quoted at random: 2 records from the list, in no set order.
SMILES	CXCR6 inh	UBC13 inh	Gli-Sufu antag	697 NFkB inh	APJ antag	EBI2 antag	Jurkat NFkB inh	CCR6 antagonist
COC(=O)c1sc2nc(C)nc(SCC(=O)Nc3sccc3C(N)=O)c2c1C	-3	-9	-11	4	5	10	1	8
CC(C)OC(=O)CN1CCN(S(=O)(=O)c2cc(Cl)ccc2Cl)CC1	-2	-10	-1	-33	-28	-10	-5	-1

Further results follow.
SMILES	CXCR6 inh	UBC13 inh	Gli-Sufu antag	697 NFkB inh	APJ antag	EBI2 antag	Jurkat NFkB inh	CCR6 antagonist
CCOC(=O)C(Cc1nc(OCc2ccccc2)cc(OCc2ccccc2)n1)=NO	4	.	7	.	.	22	.	16
CCCOc1ccc(C(=O)NCCC(=O)NCCCC(=O)OCC)cc1	1	-10	-8	-2	-5	-6	2	-6
CCc1ccccc1NC(=O)C1(S(=O)(=O)c2ccc(C)cc2)CC1	-1	-1	2	16	11	3	4	21
CCN(CC)S(=O)(=O)c1ccc(N2CCCCC2)c(NC(=O)C2CCN(C(=O)c3ccc(F)cc3)CC2)c1	9	-14	27	4	-49	16	8	7
CC1CC(C)(C)NC(=S)N1CCC(=O)N1CCN(c2ccccc2)CC1 (stereo not drawn)	0	-24	2	-20	-6	0	-2	1
CN(C(=O)c1cccc(NC(=O)Cc2ccc(NC(=O)C3CCN(C(=O)C4CC4)CC3)cc2)c1)C1CCCCC1	-11	.	-7	.	.	0	.	-5
CCOC(=O)N1CCN(C(=O)CN(c2ccccc2OC)S(=O)(=O)c2ccc(C)cc2)CC1	4	-4	2	7	16	0	6	1
COc1ccccc1N1CCN(C(c2ccccn2)c2nnnn2C2CCCCC2)CC1 (stereo not drawn)	4	1	-1	6	6	5	6	12
CC(C)N(C(C)C)S(=O)(=O)c1ccc(N2CCc3ccccc3C2)nc1	-7	-11	36	-38	-8	20	-11	16
Cc1onc(C(=O)Nc2sc3c(c2C(N)=O)CCCC3)c1[N+](=O)[O-]	5	-7	-9	-14	-6	-9	-2	17
CCn1c(=O)c2c(nc3n2CCCN3Cc2ccccc2)n(C)c1=O	-1	1	9	-15	-9	0	-25	7
C=CCOc1ccc(C2C(C#N)=C(N)N(Nc3ccccc3)C3=C2C(=O)CCC3)cc1OC (stereo not drawn)	4	6	-3	-25	-14	-2	-11	-5
COc1ccc(NC2=Nc3ccccc3CC2)cc1	8	-3	-52	-109	16	-4	-145	16
Cc1ccc(CNC(=O)C2CCN(S(=O)(=O)c3c(C)noc3/C=C/c3ccco3)CC2)cc1	11	-25	2	-6	-2	65*	-10	16
COc1ccccc1/C=N\Nc1cn[nH]c(=O)c1Cl	-5	0	8	14	-2	-4	-2	10
COC(=O)c1ccccc1NC(=O)Nc1cccs1	-2	-5	-18	-9	20	0	-13	-12
Cc1cc(C)n2nc(CNS(=O)(=O)c3c(F)c(F)c(F)c(F)c3F)nc2n1	-4	-2	-7	-25	-7	-31	4	18
Cc1ccccc1C(=O)N1CCN(c2ccc([N+](=O)[O-])c(NCc3cccnc3)c2)CC1	2	-12	20	15	-3	16	1	13
CN(C)CC1(C)Cc2ccsc2C1O (stereo not drawn)	3	.	2	.	.	-6	.	4
CN1CCN(c2ccc(NC(=O)c3cc(Cl)c4c(c3)OCCO4)cc2)CC1	-1	9	-7	-26	3	0	-20	3
CCC1CCCCN1CCCNC(=O)CSc1nc2nc(C)c(Cc3ccc(C)cc3)c(C)n2n1 (stereo not drawn)	15	8	-14	-32	12	-8	-4	17
COc1ccc(CNS(=O)(=O)NCc2ccc(C)cc2)cc1OC	-18	5	12	-21	-19	7	4	11
CCCCNC(=O)N1CCN(c2ccnc3cc(Cl)ccc23)CC1	-14	3	39	32	14	10	18	6
COc1ccc(NC(=O)NCCCN2CCCC2=O)c(OC)c1	-7	1	-1	13	6	-16	-1	-9
O=C(NN=C1CCCC1)c1cccc(Br)c1	-1	-2	-10	-20	-7	-9	-7	-8
CCOC(=O)N1CCN(C(=O)CN(C)S(=O)(=O)c2ccc3c(c2)C(C)(C)C(=O)N3C)CC1	-2	-3	3	-5	6	-6	3	4
O=C(NCCCN1CCCCCC1)c1ccc2c(c1)NC(=O)C(N1CCOCC1)S2 (stereo not drawn)	-14	7	-6	-17	23	-14	4	3
O=S(=O)(c1cccc(Br)c1)N1CCN(CCc2ccccc2)CC1	-4	4	3	9	-2	30	-2	-4
N#CCCn1c(SCC(=O)NCC2CCCO2)nc2ccccc21 (stereo not drawn)	0	-7	-4	-4	-3	6	3	-16
O=C(CCCC(=O)NC1CCCC1)NC1CCCC1	-6	7	-8	-2	-4	-23	5	-11
COc1ccc(NS(=O)(=O)c2cc(NC(=O)[C@@H](NC(=O)c3ccccc3)C(C)C)ccc2C)cc1	0	0	-3	-27	5	10	20	17
OCC1OC(n2cnc3c(NCc4ccco4)ncnc32)C(O)C1O (stereo not drawn)	2	.	23	.	.	-11	.	-10
CCCCc1nnc(NC(=O)CCS(=O)(=O)c2ccc(Cl)cc2)s1	-1	7	1	-7	6	-15	17	8

A draw from above in order of molar mass, lowest first.
SMILES	CXCR6 inh	UBC13 inh	Gli-Sufu antag	697 NFkB inh	APJ antag	EBI2 antag	Jurkat NFkB inh	CCR6 antagonist
CCCCNC(=O)N1CCN(c2ccnc3cc(Cl)ccc23)CC1	-14	3	39	32	14	10	18	6
Cc1cc(C)n2nc(CNS(=O)(=O)c3c(F)c(F)c(F)c(F)c3F)nc2n1	-4	-2	-7	-25	-7	-31	4	18
CCOC(=O)N1CCN(C(=O)CN(C)S(=O)(=O)c2ccc3c(c2)C(C)(C)C(=O)N3C)CC1	-2	-3	3	-5	6	-6	3	4
